# Screens as filed in PubChem.
# RGS4 block: inhibitors of human RGS4; P49798; HEK293 M3R/RGS4 inducible, Fluo-4 calcium flux; active compounds read high; triggered by carbachol at its EC20; B-score at 10 µM; 0.45% of 310,000 active;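 active = B-score, a plate-corrected calcium signal, over three deviations above library mean, with baseline fluorescence within five deviations of library mean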;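 also: RGS4 expression induced by doxycycline in cells with stable M3 receptor; B-score is computed from the integrated fluorescence ratio over baseline after carbachol; higher B-score means a larger calcium signal and so more RGS4 inhibition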
# ANO1 activ: activates or potentiates the mouse TMEM16A chloride channel; 0.3% of 340,000 active; B-score at 10 µM; Q8BHY3; HEK293 TMEM16A/YFP-H148Q/I152L, iodide quench fluorescence; active compounds read low; AID 623877;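 active = fluorescence-ratio B-score plate-corrected deviation score at least 3 library SD below zero, with starting fluorescence score within 5 deviations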;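 also: channel opened by trigger with iodide after compound preincubation; score built on the fluorescence ratio of max minus min over baseline; more negative score means more quench and so TMEM16A activation or potentiation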
# Target sequence (Q8BHY3 whole entry, looked up): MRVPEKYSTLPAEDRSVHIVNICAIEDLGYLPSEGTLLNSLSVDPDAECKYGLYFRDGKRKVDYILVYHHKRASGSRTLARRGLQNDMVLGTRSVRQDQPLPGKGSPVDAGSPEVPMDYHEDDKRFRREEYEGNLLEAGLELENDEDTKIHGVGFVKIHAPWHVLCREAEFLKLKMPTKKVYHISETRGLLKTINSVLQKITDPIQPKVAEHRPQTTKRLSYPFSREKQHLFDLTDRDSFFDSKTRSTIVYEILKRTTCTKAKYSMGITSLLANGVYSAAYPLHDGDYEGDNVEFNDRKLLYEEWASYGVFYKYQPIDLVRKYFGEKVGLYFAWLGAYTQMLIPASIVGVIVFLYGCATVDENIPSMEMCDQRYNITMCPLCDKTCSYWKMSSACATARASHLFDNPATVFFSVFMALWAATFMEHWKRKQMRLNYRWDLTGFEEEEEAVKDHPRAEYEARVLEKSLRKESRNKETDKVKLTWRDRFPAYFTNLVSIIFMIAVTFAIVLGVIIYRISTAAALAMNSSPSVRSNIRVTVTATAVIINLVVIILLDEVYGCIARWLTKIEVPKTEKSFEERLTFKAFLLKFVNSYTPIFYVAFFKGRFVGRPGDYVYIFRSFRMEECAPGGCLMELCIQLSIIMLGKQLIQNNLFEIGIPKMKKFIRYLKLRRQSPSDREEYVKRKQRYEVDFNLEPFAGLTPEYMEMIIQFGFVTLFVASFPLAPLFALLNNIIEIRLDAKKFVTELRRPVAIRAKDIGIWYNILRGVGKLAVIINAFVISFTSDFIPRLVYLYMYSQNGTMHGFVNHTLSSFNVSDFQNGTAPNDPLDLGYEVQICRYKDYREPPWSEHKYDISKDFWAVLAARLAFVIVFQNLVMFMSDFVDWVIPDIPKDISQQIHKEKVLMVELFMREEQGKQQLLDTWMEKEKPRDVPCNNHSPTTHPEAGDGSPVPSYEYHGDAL
# KCNK3 block: human KCNK3 channel inhibition, primary screen; AID 602410; CHO-KCNK3 thallium flux, FluxOR fluorescence; active compounds read low; B-score at 10 µM; 0.84% of 340,000 active;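 active = B-score under library mean minus 4 SD, starting fluorescence ratio at most library mean plus 5 SD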;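 also: more negative B-score means stronger inhibition of thallium flux through KCNK3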
# RGS4 pot: potentiators or activators of RGS4; AID 463111; B-score at 10 µM; HEK293 M3R/inducible RGS4, carbachol calcium flux Fluo4; active compounds read low; 0.92% of 310,000 active;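 active = B-score of the integrated calcium signal more than 4 SD below the library mean, with starting fluorescence not abnormally high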;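 also: negative B-score means reduced calcium response which marks RGS4 activation or potentiation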
#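 System – HEK293 FlpIn-TREx cells, stable M3R, doxycycline-inducible RGS4 · Reagent – ECmax carbachol challenge · Times – compound preincubation 20 min at room temperature before agonist · Technique – Fluo4 fluorescence kinetic imaging of calcium · Measure – B score of integrated Fluo4 ratio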
# KCNQ1 act: potentiators or activators of human KCNQ1 potassium channel; P51787; CHO-K1 KCNQ1, thallium flux FluxOR fluorescence; active compounds read high; B-score at 10 µM; 0.35% of 310,000 active; AID 2648;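 active = fluorescence ratio B-score, a plate-corrected score, at least three library SD, with initial intensity B-score within 5 SD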
#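 assay system = KCNQ1-transfected CHO-K1 cells | medium = assay buffer with matched DMSO | probe or stimulus = depolarizing K+/Tl+ stimulus, K2SO4 and Tl2SO4 each 12.5 mM in 5x stock | dosing = single dose | incubation = dye 90 min, compound 20 min, room temperature | detection = kinetic FluxOR fluorescence, 10 s baseline plus 110 s post-stimulus | evaluation = ratio B score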
# KCNQ1 inh: blocks the human KCNQ1 potassium channel; P51787; CHO-K1 KCNQ1, FluxOR thallium flux fluorescence; active compounds read high; B-score at 10 µM; 1.3% of 310,000 active;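 active = compounds whose thallium flux B-score, printed positive for inhibition, exceeds three library SD while starting fluorescence stays within three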;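 also: channel opened by potassium depolarization with thallium stimulus after 20 min compound exposure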
# KCNK9 inh: human KCNK9 channel inhibition; AID 488922; B-score at 10 µM; Q9NPC2; HEK293 KCNK9, FluxOR thallium flux fluorescence; active compounds read low; 1.2% of 310,000 active;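 active = ratio B-score over 3 SD below the library mean, with starting fluorescence within 5 SD of its mean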;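 also: negative B-score means less thallium flux so channel inhibition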
# TMEM16A inh: blocks the mouse calcium-activated chloride channel TMEM16A | AID 588511 | Q8BHY3 | 1.2% of 310,000 active | normalized B-score (activity score, 25-100; higher = stronger inhibition) at 10 µM | HEK293 TMEM16A/YFP iodide influx fluorescence, ionomycin;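 active = ratio plate-corrected score three or more library SD toward inhibition, starting fluorescence score within five deviations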;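 also: score derived from kinetic fluorescence span divided by baseline fluorescence per well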
# MrgX1 agonist: agonists of human MrgX1 receptor; B-score at 10 µM; Q96LB2; 0.44% of 310,000 active; MrgX1-HEK293 cells, Fluo-4 calcium fluorescence, agonist mode; active compounds read high;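 active = calcium response B-score plate-corrected fluorescence ratio at least 3 library SD, with starting fluorescence B-score inside 5 SD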
#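 Test system: Stable human MrgX1 HEK293 cell line | Schedule: Overnight plating before 1 h dye loading | Read-out basis: Baseline-normalised fluorescence change ratio, B-scored | Detection: Kinetic calcium dye fluorescence, Fluo-4 NW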
# hERG protect: hERG (human) protection from proarrhythmic block | Q12809 | CHO-hERG, FluxOR thallium flux, dofetilide IC70 present | activation (rescue from dofetilide block), less the hit threshold, % at 10 µM | 0.51% of 310,000 active | AID 1511;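 active = activation above the mean of controls blocked by dofetilide plus 5 SD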;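 also: thallium influx through hERG after potassium depolarization seen as dye fluorescence rise; in these data hits start at about 4.7%; inactives centre near -7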
# MrgX1 PAM: human MrgX1 positive allosteric modulation, primary screen; Q96LB2; MrgX1-HEK293, Fluo-4 calcium flux, FDSS; active compounds read high; B-score at 10 µM; 0.63% of 310,000 active; AID 588675;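 active = plate-corrected calcium response at least 3 library SD above typical, normal starting fluorescence, not activating the receptor alone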;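 also: compound read alongside a low EC10 to EC30 dose of BAM8-22 agonist; peak minus trough fluorescence over baseline measured at the second addition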
# * marks the source's active call; other numbers are inactive results; i = inactive; / = not tested or not shown.
molecule	RGS4 block	TMEM16A inh	MrgX1 PAM	ANO1 activ	KCNK9 inh	MrgX1 agonist	KCNK3 block	RGS4 pot	KCNQ1 act	hERG protect	KCNQ1 inh
CCN1CCN(CC(=O)c2ccc(OC)cc2)CC1	i	i	i	i	i	i	i	i	i	-4	i
COc1ccccc1Oc1c(C)oc2c(CN3CCN(C)CC3)c(O)ccc2c1=O	i	i	i	/	i	i	/	i	i	-6	i
CCCCNC(=O)c1onc(CSc2ccccn2)c1C(=O)NCCCC	i	i	i	i	i	i	i	i	i	-6	i
Cc1ccccc1Nc1nc(CSc2nnc(-c3ccoc3C)n2C)cs1	i	i	i	i	i	i	i	i	i	-7	i
C[C@@H]1NC(=O)c2cc([N+](=O)[O-])cc(I)c2NCC[C@@H](C(N)=O)NC(=O)[C@H](CC(N)=O)NC1=O	/	i	i	i	/	i	i	/	/	/	/
CCc1ccc(/C=N/NC(=O)c2nnn(-c3nonc3N)c2CN2CCOCC2)cc1	i	i	i	i	i	i	i	i	i	-2	i
COc1cc(/C=C/C(=O)Nc2ccc(C)cc2)cc(OC)c1OC	i	i	i	i	i	i	i	i	i	-6	i
COc1ccccc1NCCC(=O)OCC(=O)NC1CC1	i	i	i	i	i	i	i	i	i	-5	i
COc1cccc(CNS(=O)(=O)c2cc(Br)cc3c2N(C(C)=O)C(C)C3)c1 (stereo not drawn)	i	i	i	i	i	i	i	i	i	-1	i
C#CCOCCOCCOCCNc1nc(N2CCN(C(=O)C([C@@H](C)CC)n3cc(C(N)COC(=O)C(F)(F)F)nn3)CC2)nc(N2CCN(C(=O)C([C@@H](C)CC)n3cc(C(N)CC(C)C)nn3)CC2)n1 (stereo partly drawn)	i	i	i	/	i	i	/	i	i	-5	i
COc1ccc2nc(NC(=O)CCNC(=O)c3ccccc3Cl)sc2c1	i	i	i	i	i	i	i	i	i	-10	i
CCN(CC)C(=O)COc1ccc2c3c(c(=O)oc2c1)CCCC3	i	i	i	i	i	i	i	i	i	-8	i
COc1ccc(N(CC(=O)NCCc2ccc(C)cc2)S(=O)(=O)c2c(C)noc2C)cc1	i	i	i	i	i	i	i	i	i	-12	i
Cc1ccc2c(c1)c1c(n2CC(O)CN2CCC(C)CC2)CCCC1 (stereo not drawn)	i	i	i	i	i	i	i	i	i	-10	i
CCc1cc(-c2n[nH]c(C)c2-c2nc3ccccc3n2C)c(O)c(CN2CCN(C)CC2)c1O	i	i	i	i	i	i	i	i	i	-6	i
Cc1ccc(S(=O)(=O)[N-]c2nc3ccccc3nc2-[n+]2cc(C)cc(C)c2)cc1	i	i	i	i	i	i	i	i	i	-8	i
c1ccc2c(-c3c[nH]c4ccccc34)c3ccccc3nc2c1	i	25*	i	i	i	i	-10*	i	i	1	i
CC(C)NC(=O)COc1ccc(S(=O)(=O)N2CCCC2)cc1	i	i	i	i	i	i	i	i	i	-4	i
CC(C)NC(=O)CN1CCN(Cc2nc(-c3cccs3)no2)CC1	i	i	i	i	i	i	i	i	i	-4	i
O=C(C1=C[C@H](c2ccccc2)C[C@H](OCc2ccc(CO)cc2)O1)N1CCN(Cc2ccc3c(c2)OCO3)CC1	i	i	i	i	i	i	i	i	i	-9	i
Nc1cccc(Nc2ncnc3ccccc23)c1	i	i	i	i	i	i	i	i	i	-9	i
O=C1Cc2cc(NS(=O)(=O)c3ccc(Cl)cc3)cc3c2N1CCC3	i	i	i	i	i	i	i	i	i	-12	i
O=S(=O)(c1cnccc1N1CCN(/N=C/c2ccccc2)CC1)N1CCCCC1	i	i	i	i	i	i	i	i	i	-10	i
CCC(C)Oc1nc2ccccc2nc1NS(=O)(=O)c1ccccc1 (stereo not drawn)	i	i	i	i	i	i	i	i	i	-6	i
Cc1ccc2c(c1)N(CCCC(=O)NCCCN1CCCCC1)C(=O)CO2	i	i	i	i	i	i	i	i	i	-12	i
COC(=O)c1ccccc1NC(=O)/C=N/O	i	i	i	i	i	i	i	i	i	-2	i
C=CCNC(=O)COc1ccc(S(=O)(=O)Nc2ccc(OCC)cc2)cc1	i	i	i	i	i	i	i	i	i	-6	i
COc1cc(OC)c2c(C)c(Cl)c(=O)oc2c1	i	i	i	i	i	i	i	i	i	-1	i
Cc1ccc(/C=N/NC(=O)CN(Cc2ccccc2)S(=O)(=O)c2ccc3c(c2)OCCO3)cc1	i	i	i	i	i	i	i	i	i	-15	i
CCOc1ccc(NS(=O)(=O)c2ccc(C(=O)NCC3(N4CCCCC4)CCCCC3)cc2)cc1	i	i	i	i	i	i	i	i	i	-10	i
COc1ccc2c(c1OC)C(=O)N1N=C(c3ccc(Br)cc3)CC21 (stereo not drawn)	i	i	i	i	i	i	i	i	i	-4	i
CCN1C(=O)/C(=C\c2ccncc2)SC1=Nc1ccc(C)c(C)c1	8.2*	i	i	i	i	i	i	i	i	-11	i
Cc1onc(-c2c(F)cccc2Cl)c1C(=O)c1ccccc1	i	i	i	i	i	i	i	i	i	-6	i
Cc1cccc(NC(=O)C2CCN(C(=O)c3ccc(F)cc3)CC2)n1	i	i	i	i	i	i	i	i	i	-11	i
CCn1ccc(C(=O)NCc2ccc3c(c2)OCO3)n1	i	i	i	i	i	i	i	i	i	-9	i
CCc1ccc(NC(=O)CSc2nc(CSc3ccc(C)cc3)cc(=O)[nH]2)cc1	i	i	i	i	i	i	i	i	i	-8	i
O=C(COC(=O)Cc1ccc(S(=O)(=O)N2CCOCC2)s1)Nc1ccc2c(c1)OCO2	i	i	i	i	i	i	i	i	i	-8	i
Cc1ccc(S(=O)(=O)NCCN2CCOCC2)s1	i	i	i	i	i	i	i	i	i	-6	i
Cc1ccc(CN2CCN(/N=C/c3ccc(O)c(O)c3)CC2)cc1	i	i	i	i	i	i	i	i	i	7.1*	i
COc1cc2c(cc1OC)CN(C(=O)c1cc(S(=O)(=O)N3CCOCC3)c(Cl)cc1Cl)CC2	i	i	i	i	i	i	i	i	i	-9	i
O=C(NC(=S)NCCC1=CCCCC1)c1cccnc1	i	i	i	i	i	i	i	i	i	-10	i
Cc1ccc(/C(O)=C2\C(=O)C(=O)N(c3cc(C)on3)C2c2cccc(Br)c2)cc1 (stereo not drawn)	i	i	i	i	i	i	i	i	i	-2	i
O=C1OCc2cc(NC(=O)C34CC5CC(CC(C5)C3)C4)ccc21	i	i	i	i	i	i	i	i	i	-6	i
CCC(C)N=C1CC(C)(C)CC(=O)/C1=C(/O)Cc1ccccc1 (stereo not drawn)	i	i	i	i	i	i	i	i	i	-8	i
C/C(=N\NC(=O)c1cccc(S(=O)(=O)Nc2ccccc2Cl)c1)c1ccco1	i	i	i	i	i	i	i	i	i	1	i
COc1ccc(S(=O)(=O)Nc2cc3c4c(c2)CCN4C(=O)CC3)cc1OC	i	i	i	i	i	i	i	i	i	-7	i
O=C(Nc1ccccc1N1CCOCC1)c1ccc([N+](=O)[O-])cc1	i	i	i	i	i	i	i	i	i	-12	i
O=S(=O)(NC1CCCCC1N1CCN(c2ccc(F)cc2)CC1)c1ccc(Cl)cc1 (stereo not drawn)	i	i	i	-34*	i	i	i	i	i	-13	i
Cc1ccccc1NC(C)C(=O)N/N=C/c1c[nH]c2ccccc12 (stereo not drawn)	i	i	i	i	i	i	i	i	i	-7	i
Cc1cc(NC(=O)Nc2cc(F)ccc2C)n(C)n1	i	i	i	i	i	i	i	i	i	-4	i
CCN(CC)C(=O)Cn1nnc(-c2ccc(C)o2)n1	i	i	i	i	i	i	i	i	i	-10	i
COc1ccc(CNC(=O)c2ccncc2)cc1	i	i	i	i	i	i	i	i	i	-1	i
CCOC(=O)N1CCN(c2nc(-c3ccc(F)cc3)cs2)CC1	i	i	i	i	i	i	i	i	i	-12	i
FC(F)(F)c1ccc2c3n(nc2c1)CCN=C3c1ccc(Cl)cc1	i	i	i	i	i	i	i	i	i	-6	i
CC(C)CCN1CC(C(=O)NCCC2=CCCCC2)CC1=O (stereo not drawn)	i	i	i	i	i	i	i	i	i	-2	i
COC(=O)c1ccc(CC(=O)c2nc3ccccc3s2)cc1	i	i	i	i	i	i	i	i	i	-15	i
CCn1cc(C(=O)Nc2cccc(C)c2)c(=O)c2ccc(C)nc21	i	i	i	/	i	i	/	i	i	-2	i
Cc1ccc(C2CC(=O)NC(SCCC(C)C)=C2C#N)cc1 (stereo not drawn)	i	i	i	i	i	i	i	i	i	-2	i
COc1ccc(C2NC(=O)c3ccccc3N2)cc1OC (stereo not drawn)	i	i	i	i	i	i	i	i	i	-6	i
CCc1ccc(-c2cc(C)no2)cc1S(=O)(=O)Nc1ccccn1	i	i	i	i	i	i	i	i	i	-3	i

# Next part:
molecule	RGS4 block	TMEM16A inh	MrgX1 PAM	ANO1 activ	KCNK9 inh	MrgX1 agonist	KCNK3 block	RGS4 pot	KCNQ1 act	hERG protect	KCNQ1 inh
CC1(C)Cc2ccccc2-c2[nH]c(=S)[nH]c(=O)c21	i	i	i	i	i	i	i	i	i	-9	i
C=CCOc1nc2c(c(=O)n(C)c(=O)n2C)n1Cc1ccc(Cl)cc1Cl	i	i	i	i	i	i	i	i	i	-15	i
Cc1ccc(/C=N/Nc2ccc(C(=O)O)cc2)o1	i	i	i	i	i	i	i	i	i	-3	i
COc1ccc(Nc2ncc3c(n2)CC(c2ccc(C)cc2)CC3=O)cc1 (stereo not drawn)	i	i	i	i	i	i	i	i	i	-6	i

# Three entries already listed, sorted by number of heavy atoms, lowest first.
molecule	RGS4 block	TMEM16A inh	MrgX1 PAM	ANO1 activ	KCNK9 inh	MrgX1 agonist	KCNK3 block	RGS4 pot	KCNQ1 act	hERG protect	KCNQ1 inh
CC1(C)Cc2ccccc2-c2[nH]c(=S)[nH]c(=O)c21	i	i	i	i	i	i	i	i	i	-9	i
COc1ccc(C2NC(=O)c3ccccc3N2)cc1OC (stereo not drawn)	i	i	i	i	i	i	i	i	i	-6	i
CCc1ccc(-c2cc(C)no2)cc1S(=O)(=O)Nc1ccccn1	i	i	i	i	i	i	i	i	i	-3	i
